TDP1 cell noCPT: qHTS for Inhibitors of human tyrosyl-DNA phosphodiesterase 1 (TDP1): qHTS in cells in absence of CPT | DT40 Tdp1-/- hTDP1 cells, no CPT, ATP luminescence, 48 h | Potency, µM (titrated, usually from 46.2 µM), for inactives: at the highest dose activity change, negative = growth inhibition, most hits filed as inhibitors | actives 15% (n = 420,000) | AID 686978, 2013; also: nearly all actives have a fitted effect of over 55% in size
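Chicken DT40 Tdp1-/- cells stably complemented with human TDP1 were seeded at 400 cells/well with DMSO in place of 20 nM camptothecin. After compound pinning, cells grew at least 48 hr at 37 °C; viability read by CellTiter-Glo luminescence.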
N370S GC mod: N370S glucocerebrosidase modulation, Gaucher chaperone candidate | actives 0.092% (n = 330,000) | P04062 | N370S GC spleen homogenate, 4MU-glucoside fluorescence | AID 2101 | Potency, µM (highest dose often 59.4 µM), inactives show top-dose activity change, negative = inhibition, actives largely listed as inhibitors;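 also: 0% = full enzyme activity and -100% = no enzyme basal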
TDP1 inh: TDP1 (human) enzyme inhibition; recombinant TDP1, AlphaScreen DNA substrate cleavage; Potency, µM (titrated, usually from 130 µM), for inactives: at the highest dose activity change, negative = inhibition, usual class: inhibitors; actives 0.28% (n = 350,000); Q9NUW8; also: nearly all actives have a fitted effect of over 40% in size
Target sequence (Q9NUW8 whole entry, looked up): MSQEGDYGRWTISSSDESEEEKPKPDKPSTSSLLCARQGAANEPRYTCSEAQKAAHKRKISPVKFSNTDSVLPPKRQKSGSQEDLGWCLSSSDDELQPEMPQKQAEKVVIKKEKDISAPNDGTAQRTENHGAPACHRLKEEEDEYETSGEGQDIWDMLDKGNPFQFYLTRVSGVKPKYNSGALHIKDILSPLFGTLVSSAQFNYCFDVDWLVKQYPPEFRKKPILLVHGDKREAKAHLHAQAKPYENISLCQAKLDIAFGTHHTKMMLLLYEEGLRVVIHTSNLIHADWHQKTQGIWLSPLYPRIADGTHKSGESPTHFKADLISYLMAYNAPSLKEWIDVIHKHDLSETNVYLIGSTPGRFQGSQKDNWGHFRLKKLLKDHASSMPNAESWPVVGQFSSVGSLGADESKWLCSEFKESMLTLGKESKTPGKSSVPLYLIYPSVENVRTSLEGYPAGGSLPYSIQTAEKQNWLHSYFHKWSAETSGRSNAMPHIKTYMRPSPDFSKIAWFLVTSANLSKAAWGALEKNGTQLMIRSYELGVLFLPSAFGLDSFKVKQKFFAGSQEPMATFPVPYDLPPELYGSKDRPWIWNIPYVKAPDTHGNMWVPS
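Recombinant E. coli-expressed Tdp1 (1 nM) preincubated with compound 15 min at RT, then 5'-biotin/3'-phosphotyrosine-FITC DNA substrate (15 nM) added for 5 min. AlphaScreen beads (10 ug/ml) added, 10 min RT; tyrosine-FITC cleavage read as signal loss.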
Numbers without * were called inactive; ? = inconclusive; . = not tested or not shown; & = joins results of further samples; [ ] = another dose, or the depositor's remark. Calls follow the shape of the dose curve; as a rule, active = well fitted curve in the direction sought with a large enough effect; inconclusive = small, poorly fitted or top-dose-only effect, or another doubt; inactive = no such curve, though single readings can be large; an effect the other way counts as inactive or inconclusive. Unless noted, % is scaled to controls: 0 for no effect and ±100 for the full control effect; potency is read from the fitted curve at half-maximal effect. This is a subset. The share of hits here may be higher or lower than overall.

SMILES | TDP1 cell noCPT | N370S GC mod | TDP1 inh
Cc1ccc(NC(=O)CN(C)C(=O)c2cccc(S(=O)(=O)NCc3ccco3)c2)cc1 | 2% | . | -10%
COc1nccnc1NS(=O)(=O)c1ccc(NCc2cc(Br)ccc2O)cc1 | -24% | -13% | 2%
CCCOc1ccc(C(=O)c2ccccc2C(=O)O)cc1OCCC | 8% | -26% | 1%
O=C(Nc1ccccc1C(=O)N1CCN(c2cccc(Cl)c2)CC1)C1=CSCCO1 | 21µM* | ? | 5%
CC(C)(C)[C@H]1C=C(C(=O)N2CCOCC2)O[C@@H](OCCCCO)C1 | 4% | 1% | 4%
O=C(Nc1ccccc1)c1ccc2nsnc2c1 | -22% | -6% | -2%
CCOc1ccc(S(=O)(=O)Nc2nc3ccccc3nc2Cl)cc1 | 21µM* | 7% | .
COC(=O)CCC(=O)Nc1ccc(Br)cc1 | -20% | -1% | -1%
CCCCC(CC)COC(=O)c1ccc(N(C)C)cc1 (stereo not drawn) | ? | ? | -10%&0%&9%
Cc1cc(C)n(-c2ccc(S(=O)(=O)N3CCOCC3)cc2[N+](=O)[O-])n1 | -12% | -3% | -7%
O=C(NC(=S)NC1CCN(Cc2ccccc2)CC1)c1ccc(F)cc1 | 15µM* | -15% | .
O=C(CSc1ncc2c(n1)-c1ccccc1N(Cc1ccccc1)S2(=O)=O)Nc1ccccc1 | 3% | . | 3%
CS(=O)(=O)NN1C(=O)c2ccccc2NC1c1cccc(O)c1 (stereo not drawn) | -12% | -2% | 5%
O=C1c2ccccc2S(=O)(=O)N1CC1CC(c2ccccc2Cl)=NO1 (stereo not drawn) | -24% | 7% | -5%
O=C1CC(c2ccsc2)c2ccc3ccccc3c2N1 (stereo not drawn) | ? | ? | -1%

Filtered by structure, the compounds so far with a halogen.
SMILES | TDP1 cell noCPT | N370S GC mod | TDP1 inh
COc1nccnc1NS(=O)(=O)c1ccc(NCc2cc(Br)ccc2O)cc1 | -24% | -13% | 2%
O=C(Nc1ccccc1C(=O)N1CCN(c2cccc(Cl)c2)CC1)C1=CSCCO1 | 21µM* | ? | 5%
CCOc1ccc(S(=O)(=O)Nc2nc3ccccc3nc2Cl)cc1 | 21µM* | 7% | .
COC(=O)CCC(=O)Nc1ccc(Br)cc1 | -20% | -1% | -1%
O=C(NC(=S)NC1CCN(Cc2ccccc2)CC1)c1ccc(F)cc1 | 15µM* | -15% | .
O=C1c2ccccc2S(=O)(=O)N1CC1CC(c2ccccc2Cl)=NO1 (stereo not drawn) | -24% | 7% | -5%

Continued.
SMILES | TDP1 cell noCPT | N370S GC mod | TDP1 inh
CCc1ccc(NC(=O)CSc2nccn2-c2ccc(OC)cc2)cc1 | ? | . | 10%
O=C(C[C@@H]1C/C=C\C[C@@H](NC(=O)OCC2c3ccccc3-c3ccccc32)C(=O)OC[C@@H](Cc2ccccc2)NC1=O)NCCO | 9.2µM* | . | 0%
O=C(CCc1nc(-c2cccs2)no1)Nc1ccccc1[N+](=O)[O-] | ? | . | 4%
NS(=O)(=O)c1ccc(CNC(=O)/C=C/c2cccc([N+](=O)[O-])c2)cc1 | -28% | -1% | 5%
COc1ccc(Cn2cnc([N+](=O)[O-])c2)cc1[N+](=O)[O-] | -4% | 4% | 3%
S=C(Nc1ccc(Br)cc1Cl)Nn1cnnc1 | 3% | 1% | 3%
CCOC(=O)CSc1cccc2cccnc12 | 5.8µM* | 9% | 5%
COc1n[nH]c(C(=O)Nc2nc3ccccc3s2)c1[N+](=O)[O-] | -30% | -4% | 2%
Cc1ccc(/C=C/C(=O)OCn2nnc3ccccc3c2=O)o1 | -13% | 0% | -1%
CC(C)c1ccc(C2NC(=S)NC3=C2C(=O)CC(C)(C)C3)cc1 (stereo not drawn) | -5% | -10% | 3%
CCN(CC)Cc1oc(-c2ccccc2)cc1C(=O)O | -4% | 0% | -8%
CN(C)c1ccc(-c2cncnc2N(C)Cc2ccco2)cc1 | -16% | 5% | .
COc1ccc(-n2c(=O)[nH]cc(C(=O)Nc3ccccc3)c2=O)cc1 | ? | 3% | 8%
Cn1c2ccccc2c2nnc(SCC(N)=O)nc21 | 0% | -4% | .
Cc1cc(=O)[nH]c(SC/C=C/c2ccccc2)n1 | -17% | 11% | 7%

The list goes on, starting with the last six of the part before.
SMILES | TDP1 cell noCPT | N370S GC mod | TDP1 inh
CC(C)c1ccc(C2NC(=S)NC3=C2C(=O)CC(C)(C)C3)cc1 (stereo not drawn) | -5% | -10% | 3%
CCN(CC)Cc1oc(-c2ccccc2)cc1C(=O)O | -4% | 0% | -8%
CN(C)c1ccc(-c2cncnc2N(C)Cc2ccco2)cc1 | -16% | 5% | .
COc1ccc(-n2c(=O)[nH]cc(C(=O)Nc3ccccc3)c2=O)cc1 | ? | 3% | 8%
Cn1c2ccccc2c2nnc(SCC(N)=O)nc21 | 0% | -4% | .
Cc1cc(=O)[nH]c(SC/C=C/c2ccccc2)n1 | -17% | 11% | 7%
COc1ccc(NS(=O)(=O)c2cc(C(=O)O)ccc2C)cc1 | -12% | 4% | 1%
Cc1nnc(SCC(=O)c2c(N)n(Cc3ccccc3)c(=O)n(C)c2=O)n1C | 2% | 3% | -2%
Cc1cc(C)cc(C(=O)N2CCCCCC2)c1 | -26% | 17% | 2%
O=C(c1ccc(Cl)c(S(=O)(=O)NCc2ccco2)c1)N1CCN(c2ccc(F)cc2)CC1 | 23µM* | -5% | 6%
N#Cc1c(/N=C/c2ccco2)sc2c1CCCCC2 | -21% | 2% | 6%
CCS(=O)(=O)c1ccc2c(c1)N(S(=O)(=O)c1ccc(OC)cc1)CC(C(=O)O)O2 (stereo not drawn) | -4% | 25% | -3%
COC(=O)Cn1c(=O)cnc2ccccc21 | -1% | -7% | -2%
CCOc1ccccc1NC(=O)/C(C#N)=C/c1c(C)nn(-c2ccccc2)c1Cl | ? | 1% | 3%
COCCCNC(=O)c1c(N)n(-c2ccc(S(N)(=O)=O)cc2)c2nc3ccccc3nc12 | -16% | 21% | 5%
CCOc1ccc(NC(=O)CSc2nc3c(c(=O)n2C)SC(C)C3)cc1 (stereo not drawn) | ? | 12% | 1%
Cc1ocnc1C(=O)Nc1ccc(Cl)cc1 | -4% | 3% | 5%
Cc1cc(NC(=O)c2ccc(F)cc2)ccc1-c1cc2ccccc2oc1=O | ? | . | 3%[2.28 µM]
O=C(CNC(=O)c1ccc(Cl)cc1Cl)OCc1cn2cc(Br)ccc2n1 | -4% | . | 1%
OC(COc1ccc(Br)cc1)CN1CCN(c2ccccc2)CC1 (stereo not drawn) | ? | -13% | .
CC12C(=O)N(CCC(=O)O)C(=O)C1C1C=CC2C1 (stereo not drawn) | -15% | 19% | -14%
Cc1nnc(SCC(=O)NCc2ccc(Cl)cc2)[nH]c1=O | -6% | 2%[2.35 µM] | 1%
CSCCC(NS(=O)(=O)c1ccc2c(c1)oc(=O)n2C)C(=O)N1CCN(c2cccc(Cl)c2)CC1 (stereo not drawn) | 21µM* | . | -1%
CC(C)(C)OC(=O)N1CCC[C@H]1c1nnc(SCc2c(Cl)cccc2Cl)o1 | ? | 7% | -2%
COc1ccc(N2CCN(C(=O)Cn3ncc4c3-c3cc(C)ccc3OC4)CC2)cc1 | -18% | . | 1%
Cc1ccc(S(=O)(=O)n2nc(-n3c(C)ccc3C)c3c(F)cccc32)c2ccccc12 | ? | 24% | 9%
COc1cc(NC(=O)CSc2nc(C)c(C(=O)Nc3ccccc3)c(-c3ccc(OC)c(OC)c3)c2C#N)c(OC)cc1Cl | -1% | . | 2%[12.3 µM]
CCCCC[C@H](O)/C=C/C=C\C=C\[C@@H](O)C/C=C\CCCC(=O)O | . | -26% | 7%
CCN(CC)C(=O)[C@]1(c2ccccc2)C[C@@H]1CN | -5% | -8%&1% | 13%&3%
COc1ccc(CCNC(=O)CSc2nc3ccccc3nc2Cc2ccc(Cl)cc2)cc1OC | -21% | . | 3%
Cc1nc2nc(SCC(=O)NCCCN3CCCC3)nn2c(C)c1Cc1ccccc1Cl | ? | -16% | 5%[0.0935 µM]
CCCN1CCC(NC(=S)Nc2cccc(Cl)c2Cl)CC1 | ? | -23% | -3%
C/C(=N\Nc1nc(-c2cc(C)ccc2C)cs1)c1cc2ccccc2oc1=O | 0% | -1% | 11%
O=C(Cn1cnc(S(=O)(=O)N2CCCCC2)c1)Nc1ccc(OC(F)(F)F)cc1 | 1% | -6% | -16%
Cc1nn(-c2ccc(N3CCOCC3)nn2)c(C)c1CCC(=O)Nc1ccc(F)cc1F | ? | . | 8%
Cc1ccc(NC(=O)c2nc[nH]c2C(=O)N(C)Cc2ccccc2)cc1 | ? | . | 0%
Cc1nnc(SCc2cccc([N+](=O)[O-])c2)o1 | -7% | 2% | -1%
Cc1cccc(NS(=O)(=O)c2ccc3c(c2)NC(=O)CO3)c1C | -20% | -2% | 1%
C=CCN=C1CC(C)(C)CC(=O)/C1=C(\O)c1ccccc1 | -9% | 1% | 0%
Cc1ccc(S(=O)(=O)N(CC(=O)c2ccc(Cl)cc2)C(=O)N2CCN(C)CC2)cc1 | 4% | -2% | -7%[0.505 µM]
CCC(C)C1C(C#N)=C(N)OC2=C1C(=O)CC(C)(C)C2 (stereo not drawn) | -28% | -6% | 8%
O=C(CCNS(=O)(=O)c1ccc(Cl)cc1)N1CCCCCC1 | -22% | -12% | 3%
COc1ccc(CC2(CO)CCN(Cc3cnn(-c4ccccc4)c3)CC2)cc1 | ? | -27% | 3%
CC(C)=CC[C@@H](O)C1=CC(=O)c2c(O)ccc(O)c2C1=O | . | -15% | 21%
CCOc1ccc(-n2nnnc2SCC(=O)NC2CCCC2)cc1 | ? | -4% | .
O=C(NC1CCCCC1)C(c1ccncc1)N(Cc1ccc2c(c1)OCO2)C(=O)C(F)(F)F (stereo not drawn) | ? | -4% | .
COc1ccc(C)cc1NC(=O)c1ccc2nc(Cc3ccccc3)oc2c1 | ? | . | 4%
c1ccc(Oc2nnc(-c3cccs3)c3ccccc23)cc1 | ? | 5% | 4%
CC(C)N1CCc2c(sc(NC(=O)Cc3ccccc3)c2C#N)C1 | -17% | -3% | .
CCC(C)(C)C1CCc2[nH]nc(C(=O)NCc3ccc(Cl)cc3)c2C1 (stereo not drawn) | ? | -2% | 2%
COc1cc(-c2cc(C(=O)Nc3ccc(N4CCOCC4)cc3)c3ccccc3n2)cc(OC)c1OC | 1.8µM* | -10% | 9%

Given in markdown: entries from further up
| compound | TDP1 cell noCPT | N370S GC mod | TDP1 inh |
| --- | --- | --- | --- |
| C=CCN=C1CC(C)(C)CC(=O)/C1=C(\O)c1ccccc1 | -9% | 1% | 0% |
| CCOc1ccc(-n2nnnc2SCC(=O)NC2CCCC2)cc1 | ? | -4% | . |
| O=C(NC1CCCCC1)C(c1ccncc1)N(Cc1ccc2c(c1)OCO2)C(=O)C(F)(F)F (stereo not drawn) | ? | -4% | . |
| Cc1cccc(NS(=O)(=O)c2ccc3c(c2)NC(=O)CO3)c1C | -20% | -2% | 1% |

Remaining list, next part
SMILES | TDP1 cell noCPT | N370S GC mod | TDP1 inh
COC(=O)[C@]1(Cc2ccccc2)N[C@H](CN(C)C(=O)c2ccc(C)cc2)[C@@H]2C(=O)N(Cc3ccccc3)C(=O)[C@@H]21 | 18µM* | . | 0%
COc1ccccc1Nc1nc(C2(C)CCC(=O)O2)cs1 (stereo not drawn) | -10% | 5% | 7%
COCCNCCCCOc1ccc(C)cc1[N+](=O)[O-] | 1% | 0% | -8%
CCOc1ccc(CN2CCN(C3CCSCC3)CC2CCO)cc1 (stereo not drawn) | -26% | 4% | -2%
CC(C)c1c(C(=O)N/N=C/c2ccc3c(c2)OCO3)nnn1-c1nonc1N | 15% | 19% | 1%
O=C(COC(=O)/C=C/c1ccc([N+](=O)[O-])cc1)NC1CCCCC1 | -26% | . | 0%
C=C1CCN(C(C(=O)NCc2ccc(Cl)c(Cl)c2)C(C)C)S(=O)(=O)c2ccccc21 (stereo not drawn) | . | -9% | -4%
COc1ccc(CNC(=O)c2cc(-c3ccc(Br)s3)nc3ccccc23)c(OC)c1 | 15µM* | . | 2%
COc1cccc(C2=NOC(C(=O)Nc3cc(C)nn3-c3ccccc3)C2)c1OC (stereo not drawn) | ? | 1% | 0%
CCc1c(C(=O)Nc2cc(C(=O)OC)ccc2C)csc1C | -5% | -3% | 3%[56.1 µM]
COc1ccc(C(=O)COC(=O)[C@H](C)Nc2ccc(C(F)(F)F)cc2[N+](=O)[O-])c(OC)c1 | -10% | -9% | -3%
Cc1nc2ccccc2n1CCc1nc2c3ccccc3nc(SCc3ccc(F)cc3)n2n1 | -9% | . | 1%
CC12COC3(C(=O)Nc4ccccc4F)CC1CCC32C (stereo not drawn) | -16% | 8% | -3%
COc1ccc(-c2nc3sc(CCNC(=O)c4ccc(Br)o4)c(C)n3n2)cc1 | 16µM* | . | 8%
